Screens (PubChem)
Nrf2 block: blocks Nrf2 signaling | Potency, µM (top dose mostly 46 µM), inactives show at the highest dose activity change, negative = inhibition, usual class: inhibitors | A549 ARE-Fluc reporter, luciferase luminescence, 18-24 h | 2.1% of 360,000 active | AID 504444; further: potency means the concentration at half of the fitted maximal effect; on the % scale 0 is the no-effect control and ±100 the full control effect; nearly all actives have a fitted effect of over 60% in size
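Reporter: ARE-Fluc in A549. Exposure: 18-24 h, 37 °C, 5% CO2, 5% FBS OPTI-MEM. Readouts: fluorescent cytotoxicity (CellTiter-Fluor), then luminescent Nrf2 signal after BugLite.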
A549 tox: counter-screen for Nrf2 inhibitors: cytotoxicity in A549 cells; A549 ARE-Fluc cells, CellTiter-Fluor viability, 18-24 h; Potency, µM (titrated, usually from 46 µM), for the others: top-dose activity change, negative = cytotoxicity, usual class: inhibitors; 0.16% of 390,000 active; AID 504648; further: potency means the concentration at half of the fitted maximal effect; on the % scale 0 is the no-effect control and ±100 the full control effect
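A549 ARE_Fluc cells in 5% FBS OPTI-MEM were exposed to compounds in concentration-response for 18-24 h at 37 deg C. Viability was read by CellTiter-Fluor fluorescence (Ex 405/Em 525) after 30 min, before the luciferase read.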
EPAC2 antag: blocks human EPAC2 exchange factor. Q8WZA2. EPAC2 GEF exchange of Rap1B-BODIPY-GDP, fluorescence. Potency, µM (series often up to 114 µM), for the others: top-dose activity, negative = inhibition, most hits filed as inhibitors. 0.18% of 360,000 active. AID 720708; further: potency means the concentration at half of the fitted maximal effect; on the % scale 0 is the no-effect control and ±100 the full control effect; nearly all actives have a fitted effect of over 45% in size; many of its hits are not listed in these tables
Target sequence (Q8WZA2 whole entry, looked up): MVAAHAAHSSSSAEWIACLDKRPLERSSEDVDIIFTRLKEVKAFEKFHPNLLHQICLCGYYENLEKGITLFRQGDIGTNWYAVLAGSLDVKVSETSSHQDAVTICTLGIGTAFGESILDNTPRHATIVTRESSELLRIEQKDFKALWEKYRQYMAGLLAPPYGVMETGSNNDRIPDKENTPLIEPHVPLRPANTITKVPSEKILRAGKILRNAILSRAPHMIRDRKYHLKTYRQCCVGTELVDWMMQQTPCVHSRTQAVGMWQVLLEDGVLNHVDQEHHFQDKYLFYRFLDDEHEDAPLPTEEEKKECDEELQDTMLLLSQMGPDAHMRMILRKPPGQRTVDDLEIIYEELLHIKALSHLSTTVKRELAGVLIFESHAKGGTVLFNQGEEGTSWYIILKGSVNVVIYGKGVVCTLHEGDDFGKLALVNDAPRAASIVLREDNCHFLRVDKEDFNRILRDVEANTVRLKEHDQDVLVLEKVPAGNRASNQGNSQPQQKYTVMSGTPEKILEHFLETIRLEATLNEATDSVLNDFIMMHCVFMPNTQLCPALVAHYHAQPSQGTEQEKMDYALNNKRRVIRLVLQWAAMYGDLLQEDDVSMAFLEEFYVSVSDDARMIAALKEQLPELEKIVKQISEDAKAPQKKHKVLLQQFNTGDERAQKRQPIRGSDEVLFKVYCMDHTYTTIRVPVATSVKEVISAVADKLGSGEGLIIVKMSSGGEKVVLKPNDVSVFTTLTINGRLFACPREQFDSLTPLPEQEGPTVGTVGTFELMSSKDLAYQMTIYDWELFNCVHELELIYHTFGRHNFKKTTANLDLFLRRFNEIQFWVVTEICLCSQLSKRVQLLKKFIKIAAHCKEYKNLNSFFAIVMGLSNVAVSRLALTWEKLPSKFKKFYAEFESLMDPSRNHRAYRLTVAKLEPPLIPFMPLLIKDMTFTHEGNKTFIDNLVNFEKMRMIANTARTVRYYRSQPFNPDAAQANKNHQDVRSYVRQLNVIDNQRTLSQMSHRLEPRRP
Nrf2 ARE act: activators of Nrf2 (ARE) signaling | AREc32 ARE-luciferase reporter (MCF7-derived line), luminescence, 24 h | Potency, µM (series often up to 46.1 µM), for inactives: top-dose activation, most hits filed as activators | 0.31% of 410,000 active; further: potency means the concentration at half of the fitted maximal effect; % of control where 0% means no effect; nearly all actives have a fitted effect of over 65% in size
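Cells of the AREc32 ARE-luciferase line are plated in OPTI-MEM containing 5% FBS and left overnight at 37 deg C. Compounds are pinned in, incubation continues 24 hr, and firefly luciferase signal is then measured.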
EPAC2 ag: activates human EPAC2 exchange factor. EPAC2 activation, biochemical qHTS; response scale: 100% = 6.5 mM cAMP response. Potency, µM (titrated, usually from 154 µM), inactives show top-dose activation, hits mostly activators. 0.079% of 360,000 active. AID 720711; further: potency means the concentration at half of the fitted maximal effect; nearly all actives have a fitted effect of over 50% in size
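Each well held 100 nM EPAC2, 250 nM RAP1B-BODIPY-GDP and 50 uM GDP. Fluorescence, read at 5-min intervals to 30 min, was referenced to a 6.5 mM cAMP positive control.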
CCT modulator: modulators of cytosolic chaperonin (CCT/TRiC) activity | purified chaperonin ATPase assay, HTRF ADP detection, 30 min | activity change, % (test concentration not listed), hits read low | 0.3% of 360,000 active | AID 651819; in the data active means activity change below about -30%; further: on the % scale 0 is the no-effect control and ±100 the full control effect
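TRiC at 40 or 20 nM final (batch-dependent) in 30 mM Tris pH 7.4, 100 mM KCl, 5 mM MgCl2, 1 mM DTT, with compound at single 76 uM and 10 uM ATP, 30 min at 37 deg C. ADP detected by HTRF Transcreener, 665/615 ratio.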
Mm-Cpn inhibitor: M. maripaludis TRiC chaperonin inhibition | AID 504842 | Potency, µM (titrated, usually from 76.9 µM), for the others: top-dose activity, negative = inhibition, actives largely listed as inhibitors | purified Mm-Cpn ATPase, ADP Transcreener TR-FRET | 0.031% of 330,000 active; further: potency means the concentration at half of the fitted maximal effect; on the % scale 0 is the no-effect control and ±100 the full control effect; nearly all actives have a fitted effect of over 80% in size
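ATPase read-out: TR-FRET ADP immunoassay (anti-ADP Eu cryptate vs ADP-d2), ex 320 nm, em 590/665 nm; signal drops as ADP forms. Enzyme 25 nM, ATP 10 uM, 30 min at 37°C after 10 min compound preincubation.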
TGFb SMAD3 inh: TGF-b pathway inhibition. Potency, µM (doses to about 46.1 µM), inactives show at the highest dose activity, negative = inhibition, usual class: inhibitors. HepG2 CAGA-GFP TGF-b/SMAD3 reporter, GFP fluorescence, 18 h; TGF-beta stimulated, 500 pg/mL final. 1.2% of 410,000 active; further: potency means the concentration at half of the fitted maximal effect; on the % scale 0 is the no-effect control and ±100 the full control effect; nearly all actives have a fitted effect of over 65% in size
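First, reporter cells (HEPG2 CAGA-GFP) rested 2 h at 37 degrees C. Next, compounds were pinned in and TGF-beta added to 500 pg/mL final. After 18 h, GFP was imaged per cell and summed per well.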
pAkt inh: blocks phosphorylation of Akt; 0.32% of 360,000 active; activity change, % for hits at 50 µM; Neuro2A IGF-stimulated pAkt S473 HTRF, 20 min; hits give low values; in the data active means activity change below about -80%; inconclusive means mostly about -51% to -80%; further: on the % scale 0 is the no-effect control and ±100 the full control effect
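Neuro2A cells in DMEM with 0.5% FBS, overnight at 37 deg C, given compound at single 50 µM final, then IGF (6 nM final) for 20 min at 37 deg C. Lysed; phospho-Akt Ser473 by HTRF after 24 h, 665/615 ratio.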
The depositor's hits bear a star; i = inactive; ? = inconclusive; / = no result given; [ ] = remark or other dose. Unless noted, the call rests on the fitted dose curve; in most records, active means well fitted curve in the direction sought with a large enough effect; inconclusive means small, poorly fitted or top-dose-only effect, or another doubt; inactive means no such curve, though single readings can be large; an effect the other way counts as inactive or inconclusive. A portion of the library; count on the stated rates, not on these rows.

SMILES	Nrf2 block	A549 tox	EPAC2 antag	Nrf2 ARE act	EPAC2 ag	CCT modulator	Mm-Cpn inhibitor	TGFb SMAD3 inh	pAkt inh
Cc1nnc(SCC(=O)Nc2c(Cl)cccc2Cl)n(N)c1=O	-5%	-5%	3%	-0.6%	-2%	-1.3	-3%	7%	i
CC(C)Nc1nnc(SC(C)C(=O)Nc2ccc(Cl)cn2)s1 (stereo not given)	-14%	8%	-2%	3.6%	7%	-0.6	1%	-16%	i
CCOC(=O)c1ccc(NC(=O)c2nccnc2C(=O)O)cc1	14%	4%	0%	-0.5%	12%	-2.0	2%	0%	i
C=CCOc1ccc(CN(C)C(=O)c2ccc(CNS(=O)(=O)c3ccc(C)c(C)c3)cc2)cc1	9.2µM*	?	-1%	0.5%	8%	0.2	0%	?	i
CC1COc2ccccc2N1S(=O)(=O)c1ccc(Cl)cc1 (stereo not given)	-3%	2%	?	3.5%	14%	2.7	1%	-18%	i
CCCCCNC(=O)CCc1ccccc1	-9%	-3%	2%	0.4%	-7%	-2.3	1%	1%	i
CN(C)C(CNC(=O)c1ccc(Cl)c(S(=O)(=O)N2CCCCCC2)c1)c1ccccc1 (stereo not given)	?	-19%	-3%	1.4%	12%	1.4	1%	?	i
COc1cc(OC)cc(-c2cc3nc(C)c(CCC(=O)Nc4nc(C)cs4)c(C)n3n2)c1	?	-3%	7%	-3.0%	-1%	0.5	-1%	4%	i
Cc1cc(C(=O)COC(=O)[C@H](C)NC(=O)c2ccco2)c(C)n1Cc1ccco1	?	1%	-25%	3.5%	-5%	-1.9	-1%	-2%	i
O=C(NC(N1CCOCC1)C(Cl)(Cl)Cl)c1ccccc1Cl (stereo not given)	-2%	0%	12%	-0.4%	8%	-0.7	0%	1%	i
O=C(O)c1c2c(nc3ccccc13)/C(=C/c1c(F)cccc1F)CCC2	-3%	1%	2%	-0.5%	3%	-2.8	-2%	5%	i
COc1ccc(NC(=O)Nc2ccc3c(c2)OCO3)c(C)c1	-3%	-14%	-4%	-0.3%	8%	-1.1	1%	3%	i
CC(=O)c1c(C)[nH]c(C(=O)OCc2nnc(-c3ccccc3)o2)c1C	21µM*	-15%	-1%	3.1%	4%	-1.7	5%	-4%	i
O=C(CSc1nnnn1-c1ccc2c(c1)OCCO2)c1cccc2c1OCCO2	12%	0%	7%	0.2%	4%	-1.7	-21%	-1%	/
COC(=O)CSc1nnc(CNC(=O)c2ccco2)n1-c1ccc(F)cc1	10%	8%[1.84 µM]	6%	0.3%	-5%	0.5	-2%	-4%	i
Cc1ccccc1-n1nnnc1SC(C)C(=O)Nc1ccc(N2CCN(C)CC2)cc1 (stereo not given)	?	-9%	0%	2.9%	3%	1.6	-2%	0%	i
CCN(CC)CCCNc1nc2ccccc2[nH]1	6%	-9%	5%	1.0%	6%	-0.5	0%	-9%	i
CC(C)(C)NC(=O)CSc1ncnc2c1cnn2-c1ccccc1	?	0%	1%	5.1%	-3%	-3.4	-5%	-33%	i
Cc1ccc(OCCOC(=O)c2c(-c3ccccc3)noc2C)cc1	-12%	0%	-15%	0.2%	3%	0.6	1%	-10%	i
CCCS(=O)(=O)N1CCCC(C(=O)NCCN(Cc2ccccc2)C(C)C)C1 (stereo not given)	0%	-3%	-7%	-0.4%	0%	-3.0	2%	0%	i
Cc1cc(S(=O)(=O)n2ccnc2C(C)C)cc([N+](=O)[O-])c1C	-17%	-2%	/	-0.7%	/	/	/	2%	/
CCC(Sc1nc(N)cc(N)n1)C(=O)O (stereo not given)	17%	17%	12%	-0.2%	2%	1.8	0%	-5%	i
Cc1cc(C)c(S(=O)(=O)N2CCN(C(=O)CCOc3ccccc3C)CC2)c(C)c1	4%	-3%	0%	-0.5%	-4%	-2.5	-3%	-1%	i
Cc1cccc(C2=NN(c3ccc(Br)cc3)[C@@H](C(=O)N3CCOC3=O)[C@@H]2c2ccc(F)cc2)c1	-19%	-5%	7%	4.8%	3%	-0.7	-22%	-29%	i
CNC(=O)CNC(=O)Nc1ccc(Cl)c(Cl)c1	21%	12%	-4%	0.3%	2%	1.1	1%	3%	i

Random excerpt: 2 compounds from above.
SMILES	Nrf2 block	A549 tox	EPAC2 antag	Nrf2 ARE act	EPAC2 ag	CCT modulator	Mm-Cpn inhibitor	TGFb SMAD3 inh	pAkt inh
COC(=O)CSc1nnc(CNC(=O)c2ccco2)n1-c1ccc(F)cc1	10%	8%[1.84 µM]	6%	0.3%	-5%	0.5	-2%	-4%	i
CCCCCNC(=O)CCc1ccccc1	-9%	-3%	2%	0.4%	-7%	-2.3	1%	1%	i

Remaining list, next part.
SMILES	Nrf2 block	A549 tox	EPAC2 antag	Nrf2 ARE act	EPAC2 ag	CCT modulator	Mm-Cpn inhibitor	TGFb SMAD3 inh	pAkt inh
COc1ccc(C(=O)OC2CCCCC2CN(C)C)cc1 (stereo not given)	6%	-12%	1%	-0.4%	0%	-0.4	-1%	23%	i
Cc1nn(-c2ccccc2)nc1C(=O)OCC(=O)N1CCC(C)CC1	12%	4%	5%	0.1%	1%	0.6	-3%	1%	i
O=C(NC(=O)N1CCCCCC1)c1ccc(Cl)cc1	-5%	-4%	7%	0.4%	4%	-0.4	2%	1%	i
COc1ccc(NC2CCCN(C(=O)c3ccc4[nH]c(C)c(C)c4c3)C2)cc1 (stereo not given)	-3%	-4%	-1%	-0.6%	6%	0.5	2%	18%	i
S=c1nc[nH]c2c1[nH]c1ccccc12	7%	9%	13%	5.4%	1%	2.0	-13%	-3%	i
COc1ccc(CCN(C(=O)C(F)(F)F)C(C(=O)NC2CCCCC2)c2ccc(C)s2)cc1 (stereo not given)	?	4%	-2%	0.2%	-1%	-2.8	2%	-4%	i
Cn1c(NC(=O)/C=C/c2c(F)cccc2Cl)cc(=O)n(C)c1=O	24%	7%	3%	?	6%	0.6	-8%	7%	i
O=C(Nc1ccn(Cc2c(F)c(F)cc(F)c2F)n1)c1ccc(COc2cc(Cl)ccc2Cl)o1	?	2%	6%	-0.8%	9%	-1.4	-3%	-10%	i
CC(=O)Nc1ccc(OC/C=C(\C)Cl)cc1	?	3%	1%	2.2%	7%	-0.9	1%	-5%	i
Cn1cnnc1SCC(=O)Nc1c(F)cc(F)cc1Br	-5%	-4%	-1%	-0.6%	6%	-3.7	0%	-1%	i
COc1ccc(OCCN2CCC(C(=O)NC(c3ccc(Cl)cc3)c3cnccn3)CC2)cc1 (stereo not given)	/	/	6%	-0.2%	13%	-3.4	/	-28%	i
O=C(CCn1cnc2onc(-c3ccc(F)cc3)c2c1=O)Nc1cccc(C(F)(F)F)c1	?	?	/	2.9%	/	/	/	?	/
COc1cc(OC)c(C(=O)OCC(=O)N2CC(=O)Nc3ccccc32)cc1OC	1%	0%	1%	-0.4%	7%	-1.5	-2%	5%	i
CN(C)c1ccc([N+](=O)[O-])cc1C(=O)NCC(c1ccco1)N(C)C (stereo not given)	3%	-13%	-4%	-0.7%	-6%	0.1	1%	13%	i
CCCc1nn(C)c2c(=O)[nH]c(-c3cc(S(=O)(=O)N(CCO)CCO)ccc3OCC)nc12	-6%	-5%	8%	0.3%	8%	0.7	0%	3%	i
CCOc1ccccc1NC(=O)NNS(=O)(=O)c1ccc([N+](=O)[O-])cc1	5%	-7%	3%	-0.1%	-8%	-2.6	-5%	-18%	i
O=C(Nc1ccccc1)C1=C[C@H](c2coc3ccccc3c2=O)C[C@H](OCc2ccc(CO)cc2)O1	7%	-5%	5%	3.0%	3%	0.8	/	0%	i
CC(NC(=O)Nc1cccnc1)(C(F)(F)F)C(F)(F)F	-3%	-4%	2%	0.1%	-4%	-4.0	1%	4%	i
CC(=O)OCC(=O)Nc1ccccc1OC(F)F	-6%	-1%	-5%	1.9%	3%	0.4	-7%	2%	i
S=C(Nc1ccc2c(c1)OCCO2)Nc1ccccc1Cl	18%	4%	1%	2.1%	-5%	-1.4	1%	11%	i
CC(C)(C)n1nnnc1C(c1cc2ccccc2o1)N1CCOCC1 (stereo not given)	/	/	4%	-1.0%	17%	0.5	/	/	i
O=c1[nH]c2c(c(=O)n1Cc1ccccc1)CCC2	/	-4%	1%	0.3%	-1%	1.4	-5%	6%	i
Cn1c(CCN2CCCCC2)nc2cc(NC(=O)C3CCCCC3)ccc21	24%	16%	-1%	4.0%	6%	1.4	0%	-17%	i
Cc1ccc(NC(=O)CS(=O)CC(=O)N(CC(=O)NC2CCCC2)c2ccc3c(c2)OCCO3)cc1 (stereo not given)	-9%	-2%	4%	2.4%	2%	-3.8	-3%	15%	i
CCN(CC)CCc1c(C)[nH]c(C(=O)OCc2ccccc2)c1C	7%	1%	0%	0.4%	8%	-0.6	-1%	1%	i
CCOc1ccc(C(=O)NCC(=O)OCC(=O)NC2CCCC2)cc1	-1%	-2%	-8%	-0.5%	5%	2.4	-4%	-4%	i
CC(=O)c1ccc(NC(=O)CN2CCC(NC(=O)C3CCCCC3)CC2)cc1	1%	6%	12%	0.0%	2%	-1.0	1%	-29%	i
Fc1cccc(NC(=S)NNc2ccccc2)c1	6%	2%	10%	?	17%	-2.6	1%	?	i
CCCCn1c(N)c(N(CC(C)C)C(=O)c2cc(-c3ccc(F)cc3)nc3ccccc23)c(=O)[nH]c1=O	?	-11%	31%[activator]	0.4%	-8%	-0.7	1%	1%	i
COC(=O)CCS(=O)(=O)c1cc(Cl)ccc1Cl	-15%	0%	10%	-0.2%	-8%	-2.3	1%	8%	i

Looked up above.
In EPAC2 antag, `COc1cc(OC)c(C(=O)OCC(=O)N2CC(=O)Nc3ccccc32)cc1OC` is entered as 1%
In Mm-Cpn inhibitor, `S=c1nc[nH]c2c1[nH]c1ccccc12` is entered as -13%
In A549 tox, `Cn1c(NC(=O)/C=C/c2c(F)cccc2Cl)cc(=O)n(C)c1=O` is entered as 7%
In EPAC2 ag, `O=C(NC(=O)N1CCCCCC1)c1ccc(Cl)cc1` is entered as 4%
